# TrxR1 substrate: is turned over as a substrate by rat TrxR1; O89049; purified TrxR1 substrate turnover, NADPH consumption readout; Potency, µM (highest dose often 114 µM), for inactives: at the top dose activity change, negative = substrate turnover; 390,000 compounds, 0.01% hits; note: potency is the fitted concentration of half-maximal effect; % is set by controls: 0 for no effect and ±100 for the full control effect; nearly all actives have a fitted effect of over 50% in size
# Target sequence (O89049 whole entry, looked up): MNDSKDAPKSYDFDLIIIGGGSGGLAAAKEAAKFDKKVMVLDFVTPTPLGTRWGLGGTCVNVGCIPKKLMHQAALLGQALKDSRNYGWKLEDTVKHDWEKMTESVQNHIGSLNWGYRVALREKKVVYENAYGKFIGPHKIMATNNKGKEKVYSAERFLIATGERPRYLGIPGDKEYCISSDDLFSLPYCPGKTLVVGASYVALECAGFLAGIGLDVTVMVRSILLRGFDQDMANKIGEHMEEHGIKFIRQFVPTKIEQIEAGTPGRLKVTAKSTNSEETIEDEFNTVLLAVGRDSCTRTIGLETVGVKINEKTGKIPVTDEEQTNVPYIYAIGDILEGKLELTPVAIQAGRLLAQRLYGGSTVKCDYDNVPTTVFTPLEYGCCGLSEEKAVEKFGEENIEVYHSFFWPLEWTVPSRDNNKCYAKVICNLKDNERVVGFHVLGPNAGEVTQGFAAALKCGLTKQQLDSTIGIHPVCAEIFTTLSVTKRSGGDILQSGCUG
#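 Rat TrxR1, dispensed at 90 nM, was prereduced with 400 uM NADPH (final) for 5 min at ~22 deg C, then incubated with compound 15 min before 400 uM selenite. A first-read NADPH fluorescence drop versus no-compound background flagged substrates.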
# TRHR agonist: activates the human TRH receptor; P34981; TRHR cells, calcium flux fluo-8, FDSS agonist mode; activation, % at 2 µM; 360,000 compounds, 0.18% hits; AID 493084; in the data active = activation above about 30%; note: 0% is about no effect
#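 Steps: seed TRHR cells overnight; add fluo-8 no-wash Ca dye, RT 30 min–1.5 h; record 10 s baseline; pin-transfer compounds; monitor fluorescence 1 cycle/s for the agonist window. Calcium increases flag candidate agonists.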
# TrxR1 inh: rat TrxR1 inhibition; O89049; recombinant rTrxR1, NADPH fluorescence consumption, selenite substrate; Potency, µM (top dose mostly 114 µM), inactives show at the top dose activity change, negative = inhibition, actives largely listed as inhibitors; 390,000 compounds, 1% hits; AID 588453; note: potency is the fitted concentration of half-maximal effect; % is set by controls: 0 for no effect and ±100 for the full control effect; nearly all actives have a fitted effect of over 65% in size
#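 Rat TrxR1 (90 nM in the dispensed reagent) was pre-reduced with 400 uM NADPH for 5 min at room temperature, then incubated with compound for 15 min. After 400 uM selenite was added, NADPH fluorescence (Ex 340/Em 450 nm) was followed for 8 min.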
# D2 agonist: activates the human D2 dopamine receptor; 340,000 compounds, 0.53% hits; HEK293 T-REx D2 cells, calcium flux agonist mode; AID 485358; P14416; activation, % at 2 µM;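 active = activation over 3 SD above normal in the single-dose calcium agonist read, cut at about 30% in these data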; note: 0% is about no effect
# Target sequence (P14416 whole entry, looked up): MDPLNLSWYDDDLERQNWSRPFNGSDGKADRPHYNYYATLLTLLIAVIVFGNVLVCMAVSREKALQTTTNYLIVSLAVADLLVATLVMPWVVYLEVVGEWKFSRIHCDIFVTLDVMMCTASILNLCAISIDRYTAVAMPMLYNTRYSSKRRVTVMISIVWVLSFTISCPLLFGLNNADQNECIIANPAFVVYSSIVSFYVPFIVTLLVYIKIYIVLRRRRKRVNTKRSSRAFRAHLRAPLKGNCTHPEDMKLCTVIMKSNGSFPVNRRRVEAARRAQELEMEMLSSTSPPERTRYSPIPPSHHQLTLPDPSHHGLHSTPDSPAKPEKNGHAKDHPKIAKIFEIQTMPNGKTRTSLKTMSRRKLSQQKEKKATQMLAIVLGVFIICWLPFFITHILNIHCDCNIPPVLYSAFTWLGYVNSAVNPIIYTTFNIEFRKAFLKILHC
#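 HEK293 Trex D2 cells, tetracycline-induced, o/n 30 C 5% CO2; no-wash Ca dye, RT 30–90 min; 10-cycle baseline, 23 nl cpd added, kinetic Ca read 180 s; agonist hits = positive Ca response.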
# Pin1 inhibitor: inhibitors of human Pin1. 390,000 compounds, 0.009% hits. Potency, µM (titrated, usually from 115 µM), for inactives: top-dose activity, negative = inhibition, usual class: inhibitors. Pin1 FP peptide displacement, HiFluor488, 10 min. AID 504891; active = well fitted inhibition curve with a large enough effect in the polarisation, with a control signal flat, not every such curve was filed as active; inconclusive = small, poorly fitted or top-dose-only effect, or effect the other way, or a change in a side signal; inactive = no such curve, though single readings can be large or run the other way; the % refers to the polarisation; note: potency is the fitted concentration of half-maximal effect; % is set by controls: 0 for no effect and ±100 for the full control effect
# Target sequence (Q13526 whole entry, looked up): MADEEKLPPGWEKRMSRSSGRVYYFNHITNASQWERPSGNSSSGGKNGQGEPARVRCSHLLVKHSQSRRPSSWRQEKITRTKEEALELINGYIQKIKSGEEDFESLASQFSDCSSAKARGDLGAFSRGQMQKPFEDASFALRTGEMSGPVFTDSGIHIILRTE
# D2 antag: D2 dopamine receptor (human) antagonism; P14416; HEK293 TREx D2 cells, calcium flux, dopamine EC80; inhibition, % at 10 µM; 340,000 compounds, 2% hits; AID 485344; in the data active = inhibition above about 30%; note: 0% is about no effect
#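 Tetracycline-induced HEK293 T-REx cells expressing D2 force-coupled to calcium signalling were dye-loaded, exposed to compound for 180 s, then challenged with an EC80 of dopamine; calcium flux was followed kinetically for a further 180 s.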
# TRHR enhancer: allosterically enhances the human TRH receptor; P34981; TRHR cells, fluo-8 calcium fluorescence, EC20 TRH enhancement; enhancement, % at 2 µM; 360,000 compounds, 0.66% hits; AID 493056; in the data active = enhancement above about 30%; note: 0% is about no effect
#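 Enhancer read-out: after compound pinning and an initial kinetic agonist-mode read, an EC20 of TRH (10 nM final) was injected and fluo-8 calcium signal (Ex 480/Em 530) followed at 1 s/cycle for 100 cycles in TRHR-expressing cells.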
# USP1 inh: inhibitors of human USP1/UAF1 deubiquitinase; O94782; recombinant USP1/UAF1, Ub-Rhodamine cleavage fluorescence; Potency, µM (titrated, usually from 57.1 µM), for the others: top-dose activity change, negative = inhibition, actives largely listed as inhibitors; 390,000 compounds, 0.23% hits; note: potency is the fitted concentration of half-maximal effect; % is set by controls: 0 for no effect and ±100 for the full control effect; nearly all actives have a fitted effect of over 60% in size; inactives centre near -12
#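 High-throughput fluorogenic screen: 1nM USP1/UAF1 complex, Ub-Rho substrate 150nM final, 50mM HEPES pH 7.8 with 0.5mM EDTA, 0.1 mg/ml BSA, 1mM TCEP and 0.01% Tween-20.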
# mIDH1 inhibitor: inhibitors of human mutant IDH1 R132H; Potency, µM (highest dose often 76.6 µM), inactives show at the highest dose activity change, negative = inhibition, usual class: inhibitors; IDH1-R132H enzyme, NADPH consumption, diaphorase/resazurin fluorescence; O75874; AID 602179; 390,000 compounds, 0.093% hits; note: potency is the fitted concentration of half-maximal effect; % is set by controls: 0 for no effect and ±100 for the full control effect; nearly all actives have a fitted effect of over 65% in size
#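 IDH1-R132H (0.5 ug/mL dispensed) in pH 7.5 Tris buffer was preincubated 30 min with compound, then given a substrate mix of 0.016 mM NADPH and 2 mM alpha-KG for 80 min at room temperature; remaining NADPH was read by diaphorase/resazurin fluorescence.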
# An asterisk follows results filed as active; u = inconclusive; x = not tested or not shown; [ ] = another dose, or the depositor's remark. Unless noted, calls come from the whole dose curve; as a rule, active = well fitted inhibition curve with a large enough effect; inconclusive = small, poorly fitted or top-dose-only effect; inactive = no such curve, though single readings can be large or run the other way. Only part of the results is shown. The share of hits here may be higher or lower than overall.
SMILES,TrxR1 substrate,TRHR agonist,TrxR1 inh,D2 agonist,Pin1 inhibitor,D2 antag,TRHR enhancer,USP1 inh,mIDH1 inhibitor
Cc1ccc(-n2nc3ccc(NC(=O)/C=C/c4ccco4)cc3n2)cc1,8%,0.3,-31%,0.0,23%,-6,-2,-5%,3%
Cc1nc(N2CCC(C)CC2)c(C#N)c(C)c1[N+](=O)[O-],-15%[57.1 µM],-0.1,7%[57.1 µM],0.5,3%,-6,7,-18%,7%
Cc1ccc(OCCSc2nc3ccccc3n2CCC(=O)O)cc1C,-3%,-0.8,7%,0.2,2%,x,3,-11%,-15%
CCOC(=O)N1CCN(C(=O)c2ccc(NC(C)=O)cc2)CC1,3%[57.1 µM],0.6,-3%[57.1 µM],-0.1,5%,14,-1,-3%,-1%
CN(Cc1ccccc1)C(=O)COc1ccc(Br)cc1Cl,-9%,0.0,-9%,0.2,-3%,4,-7,-25%,4%
Cc1cccc(-c2c(NC(=O)c3ccco3)oc3ccc(Cl)cc3c2=O)c1,-8%,0.1,2%,-0.5,1%,5,-2,-9%,-1%
CCn1c2ccccc2c2nnc(N3CCN(c4ccc(F)cc4)CC3)nc21,1%,-0.1,40%[11.4 µM],-0.7,-5%,x,4,22%,-6%
CCc1cccc2c(-c3ccccc3)nc(SCC(=O)Nc3ccc(OC)cc3)nc12,-7%,-2.2,0%,-1.5,-6%,x,6,-5%,x
Cc1cc(=O)oc2ccc(OCC(=O)N3CCc4ccccc43)cc12,9%[57.1 µM],-0.5,-5%,-1.5,5%,0,-7,3%,2%
O=[N+]([O-])c1cccc(C([O-])=C(C(=S)Nc2cccc3ccccc23)[n+]2ccccc2)c1,3%,x,-6%,x,1%,x,x,-10%,2%
O=C(CNC(=O)c1ccc(OC(F)F)cc1)NC1CCCc2ccccc21 (stereo not given),-1%,-1.6,16%,0.1,1%,13,-1,-11%,15%
COc1ccc2cc(C(c3nnnn3Cc3ccc(F)cc3)N3CCCCCC3)c(=O)[nH]c2c1 (stereo not given),2%,0.1,u,0.1,18%,-19,-2,-15%,0%
COc1ccccc1Cc1nc2ccccc2nc1SCC(=O)NCc1ccc(C)cc1,5%[57.1 µM],-0.6,16%[57.1 µM],-0.2,-1%,x,2,-10%,-4%
COc1ccc(N2CCN(C(=O)COC(=O)COc3cc(C)cc(C)c3)CC2)cc1,-9%,-0.6,-7%,-0.4,4%,12,-9,-10%,4%
CCc1cccc(CC)c1NC(=O)COC(=O)CC1c2ccccc2CCN1S(=O)(=O)c1ccccc1 (stereo not given),-8%,0.4,-2%,0.4,6%,3,2,-14%,5%
COc1ccc(CCNC(=O)CCC(=O)n2ncc3ccc(Cl)cc32)cc1OC,2%[57.1 µM],-0.1,20%[57.1 µM],-0.5,3%,2,3,-18%,3%
CCNC(=O)C1CCCN(c2nc(C)cc(C)n2)C1 (stereo not given),15%,0.2,5%,x,1%,x,1,-20%,-8%
Cc1ccc(S(=O)(=O)N2CCOC2CNC(=O)C(=O)NCc2ccc3c(c2)OCO3)cc1 (stereo not given),0%,0.5,18%,4.1,-2%,66*,-5,-17%,5%
O=S(=O)(NCCc1csc(-c2cccnc2)n1)c1cc(F)ccc1F,5%,0.6,3%,-1.2,-1%,39*,0,-9%,9%
Cc1ccc(S(=O)(=O)NCCc2nnc3ccc(SCC(=O)Nc4ccc(OC(F)(F)F)cc4)nn23)cc1,1%,-0.2,14%,-1.0,-5%,x,-2,-9%,-7%
O=C(Cn1c(CO)nc2ccccc21)NCCc1ccccc1,-10%,0.9,1%,1.6,-11%,-11,5,-11%,-17%
CN1C(=O)C(CC(=O)Nc2ccc(Cl)cc2)N(Cc2ccco2)C1=S (stereo not given),-1%,-0.4,u,-0.3,2%,-9,8,-6%,-6%
Nc1nc2n(n1)C(c1cccs1)CC(c1ccc(F)cc1)N2 (stereo not given),5%,0.2,14%,1.2,1%,1,4,-20%,7%
Cc1ccnc(SCC(=O)n2c3c(c4ccccc42)CC(C)CC3)n1 (stereo not given),4%,1.0,14%,0.3,10%,13,3,u,0%
NS(=O)(=O)c1ccc(NCc2cc(Cl)ccc2OCc2ccccc2F)cc1,4%,0.1,12%,-0.4,1%,-14,3,-19%,-22%
COC(=O)c1ccccc1-c1ccc(/C=N/NC(=O)c2cc3ccccc3o2)o1,27%,-0.4,-2%,0.4,19%,-14,-1,-18%,26%
COc1ccc(/C=N/n2c(SC)nnc2-c2ccccc2)cc1C,-9%,-0.2,-15%,x,11%,x,-1,-17%,1%
Cc1cc2c(=O)oc(-c3ccc(Br)cc3)nc2s1,9%[57.1 µM],0.0,21%[57.1 µM],0.1,6%,16,-4,4%,5%
Cc1cccc(OCC(=O)N(Cc2cccs2)C2CCS(=O)(=O)C2)c1 (stereo not given),-7%,-0.2,-10%,0.5,0%,-3,0,-9%,0%
CO/C([O-])=N/c1c[n+](-c2ccc(C)cc2)no1,12%[57.1 µM],-0.1,25%[57.1 µM],-2.2,-2%,-6,0,-2%,4%
Cc1occc1C(=O)Nc1ccc2c(c1)CCC2,4%,-1.5,13%,-0.6,0%,-4,-2,-7%,9%
COC(=O)Cn1c(=O)c2c(nc(Br)n2Cc2ccccc2Cl)n(C)c1=O,-6%,-0.7,-14%,-1.1,-1%,5,-2,-19%,2%
C/C(=N\Nc1cc(N2CCOCC2)ncn1)c1ccc(O)cc1,4%[57.1 µM],0.0,10%[57.1 µM],0.0,2%,-5,0,-15%,5%
Cc1ccc(C(=O)O/N=C2\CCCc3ccccc32)cc1,1%,0.2,6%,1.4,-1%,-4,-6,-30%,-2%
Cc1ccccc1CN1CCC(N2CCC(C(=O)NCC3CCCO3)CC2)CC1 (stereo not given),-11%,0.9,-24%,0.3,-1%,7,5,-1%,-7%
COc1ccc(CN2CCOCCOCCOCC2)cc1,1%[57.1 µM],-0.5,-5%[57.1 µM],-0.3,-5%,9,6,u,3%
COc1ccc(Nc2nc(C)nc3c2nnn3Cc2ccccc2Cl)c(OC)c1,62%[activator],21,67%[activator],-1.3,4%,9,20,-17%,6%
CCOC(=O)c1cc2cc(OCc3ccccc3)ccc2nc1C,9%,0.1,33%,0.3,-2%,5,-2,-22%,-1%
COc1cccc(NC(=O)COC(=O)CCC2CCCC2)c1,-5%,-0.1,-3%,0.3,0%,-20,4,-28%,0%
CC1CCCCN1c1csc2ccc(F)cc2c1=O (stereo not given),0%[57.1 µM],0.5,13%[57.1 µM],0.2,-7%,x,1,-21%,-12%
CCCCSc1nc2ccccc2n1CC(=O)O,-5%,-0.1,-1%,-0.3,-4%,6,0,-14%,7%
Clc1ccccc1CSc1nnc(-c2cccnc2)n1Cc1ccco1,1%,-2.2,25µM*,x,3%,x,3,6%,-1%
O=C(Nc1ccccc1)C1=C(c2ccccc2)S(=O)(=O)CCS1(=O)=O,-1%,0.7,0.22µM*,2.9,-14%,-3,0,-21%,8%
O=C(c1ccc(F)cc1)N1CCN(CCc2ccncc2)CC1,4%,0.2,u,1.5,1%,x,-2,-4%,6%
O=C(c1ccc([N+](=O)[O-])cc1)N1CCSC1c1ccccc1Cl (stereo not given),4%[57.1 µM],-0.3,15%[57.1 µM],-2.0,10%,23,-2,-4%,13%

# Sorted by formula weight (descending): some entries from above
SMILES,TrxR1 substrate,TRHR agonist,TrxR1 inh,D2 agonist,Pin1 inhibitor,D2 antag,TRHR enhancer,USP1 inh,mIDH1 inhibitor
CCc1cccc2c(-c3ccccc3)nc(SCC(=O)Nc3ccc(OC)cc3)nc12,-7%,-2.2,0%,-1.5,-6%,x,6,-5%,x
O=C(Nc1ccccc1)C1=C(c2ccccc2)S(=O)(=O)CCS1(=O)=O,-1%,0.7,0.22µM*,2.9,-14%,-3,0,-21%,8%
C/C(=N\Nc1cc(N2CCOCC2)ncn1)c1ccc(O)cc1,4%[57.1 µM],0.0,10%[57.1 µM],0.0,2%,-5,0,-15%,5%

# Later entries.
SMILES,TrxR1 substrate,TRHR agonist,TrxR1 inh,D2 agonist,Pin1 inhibitor,D2 antag,TRHR enhancer,USP1 inh,mIDH1 inhibitor
CCOC(=O)C1CCN(C(=S)Nc2ccccc2)CC1,1%,0.7,2%,-0.1,0%,-10,0,-1%,-14%
COc1ccc(NC(=O)CCc2nc(-c3ccccc3F)no2)cc1,-7%,0.3,8%[57.1 µM],0.7,-4%,-9,4,3%,8%
COc1ccccc1CCNC(=O)C1(c2cccs2)CCOCC1,0%[57.1 µM],-0.2,22%[57.1 µM],0.4,5%,x,-6,-14%,-8%
CC(=O)Nc1cccc(/C(C)=N/NC(=O)c2cccc(S(=O)(=O)N3CCOCC3)c2)c1,-7%,0.4,20%[57.1 µM],1.5,-11%,1,-10,-12%,2%
CC(=O)N1CCc2nc3sc(C(=O)c4ccc(F)cc4)c(N)c3c(C(F)(F)F)c2C1,-13%,37*,4%,14,u,x,-3,-10%,37%[activator]
COc1ccc(-n2nc(C(=O)NCCc3ccc(OC)c(OC)c3)c3c4ccccc4n(C)c3c2=O)cc1Cl,20%,1.7,44%[activator],0.0,14%,x,-4,-5%,-6%
COC(=O)C=C1CCC2C3CCC4=CC(=O)CCC4(C)C3C(=O)CC12C (stereo not given),-5%[2.29 µM],x,-4%[2.29 µM],x,-14%,x,x,u,-3%
CC(C)c1ccc(N(CC(=O)N2CCN(Cc3ccccc3)CC2)S(C)(=O)=O)cc1,u,0.2,-36%,-1.0,-7%,7,1,-14%,-3%
Cc1cc(C(=O)N/N=C/c2ccc(OCc3ccccc3)cc2)c(C)o1,2%[57.1 µM],-0.2,20%[57.1 µM],2.2,14%,8,-2,-17%,6%
Fc1ccc(N2CCN(c3nc(CN4CCOCC4)nc4scc(-c5ccccc5)c34)CC2)cc1,0%,-0.5,29%,2.1,1%,-2,-8,-23%,-9%

# Screens: PubChem BioAssay, National Center for Advancing Translational Sciences (NCATS)
